PLK1 PBD inh – PLK1 (human) polo-box domain binding inhibition | Plk1 PBD binding of FITC phosphopeptide, fluorescence polarization | Potency, µM, without a hit: max response, negative = inhibition, usual class: inhibitors | 360,000 tested, 2.8% active | AID 720504; also: potency is read from the fitted curve at half-maximal effect; series mostly up to about 57 µM; % is scaled to controls: 0 for no effect and ±100 for the full control effect; nearly all actives have a fitted effect of over 65% in size
Target sequence (P53350 whole entry, looked up, the tested form may be a part): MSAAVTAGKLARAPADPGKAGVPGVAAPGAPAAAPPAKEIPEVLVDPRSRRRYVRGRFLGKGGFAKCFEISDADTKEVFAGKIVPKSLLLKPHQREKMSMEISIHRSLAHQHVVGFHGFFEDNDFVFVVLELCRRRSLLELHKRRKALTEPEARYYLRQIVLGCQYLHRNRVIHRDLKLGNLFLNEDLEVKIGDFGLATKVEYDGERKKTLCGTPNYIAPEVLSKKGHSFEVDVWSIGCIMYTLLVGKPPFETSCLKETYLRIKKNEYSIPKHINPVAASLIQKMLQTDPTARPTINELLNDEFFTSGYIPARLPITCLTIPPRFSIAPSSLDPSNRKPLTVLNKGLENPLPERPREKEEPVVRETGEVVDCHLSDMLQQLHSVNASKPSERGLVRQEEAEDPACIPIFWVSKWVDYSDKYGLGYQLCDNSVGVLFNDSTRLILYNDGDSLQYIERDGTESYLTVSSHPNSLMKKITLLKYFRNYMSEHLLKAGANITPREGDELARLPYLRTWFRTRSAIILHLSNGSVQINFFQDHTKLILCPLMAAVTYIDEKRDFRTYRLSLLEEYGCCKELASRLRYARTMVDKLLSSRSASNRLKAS
IL2 activator – activates IL-2 in a cell-based reporter assay; IL-2 activation reporter assay, cell-based qHTS; stimulated with anti-CD3/CD4/CD28 beads; in transgenic mouse T cells; activation, % (series mostly up to about 46 µM); 360,000 tested, 0.065% active; AID 652025; in the data active = activation above about 50%; inconclusive = mostly about 30% to 49%; also: 0% is about no effect
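Readout is EGFP and DsRed signal by fluorescent plate cytometry after 18 h at 37 degrees C. Transgenic mouse T cells (750/well) received compound for 60 min before bead stimulation (anti-CD3, anti-CD4, anti-CD28); memory T cells served as non-tolerant control.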
EPAC1 agonist – EPAC1 (human) agonism. O95398. EPAC1 agonist qHTS, biochemical assay; response scale: 100% = response to 6.5 mM cAMP. Potency, µM (doses to about 154 µM), for inactives: at the top dose activation, usual class: activators. 360,000 tested, 0.073% active. AID 720707; also: potency is read from the fitted curve at half-maximal effect; nearly all actives have a fitted effect of over 60% in size
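EPAC1 100 nM, Rap1B–BODIPY-GDP 250 nM, unlabeled GDP 50 uM; compound titration; 5 min RT; kinetic read ex480/em540 at 5-min intervals ×30 min; data normalized to 6.5 mM cAMP agonist control.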
WRN inhibitor – WRN helicase (human) inhibition; Q14191; WRN helicase unwinding, fluorescent forked duplex, kinetic; Potency, µM (doses to about 114 µM), for the others: at the highest dose activity change, negative = inhibition, hits mostly inhibitors; 360,000 tested, 0.46% active; AID 651768; also: potency is read from the fitted curve at half-maximal effect; % is scaled to controls: 0 for no effect and ±100 for the full control effect; nearly all actives have a fitted effect of over 55% in size
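Enzyme (20 nM final) and test compound sit together 15 min at room temperature before substrate addition. Substrate is a single-forked duplex oligonucleotide (100 nM) labelled with fluorophore and quencher, with 2 mM ATP; helicase unwinding raises red fluorescence, read kinetically.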
FUS suppressor – FUS proteinopathy suppression in yeast. S. cerevisiae FUS-expressing, growth rescue, OD600, 24 h. Potency, µM (top dose mostly 76.6 µM), for the others: at the top dose growth rescue (activation), usual class: activators. 390,000 tested, 0.24% active. AID 1347120;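 also: potency is read from the fitted curve at half-maximal effect; plate controls were DMSO vehicle for no effect and reference control for full effect; nearly all actives have a fitted effect of over 55% in size; some results filed as inactive show a strong effect at the top dose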
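Steps: raffinose overnight preculture; dilution to OD 0.005 in 2% galactose minimal medium; compound addition (concentration series); 24hr at 30C, 99% humidity; absorbance read at 600 nm.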
Abeta yeast res – compounds reversing amyloid beta toxicity in yeast; 410,000 tested, 0.063% active; Potency, µM (top dose mostly 46.1 µM), inactives show at the top dose growth rescue, actives largely listed as activators; yeast expressing A-beta42, growth rescue, OD600, 48 h; response scale: 0% DMSO, 100% iron-clioquinol control; also: potency is read from the fitted curve at half-maximal effect; nearly all actives have a fitted effect of over 55% in size
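Yeast A-beta toxicity model in growth medium with pinned compounds, 48 h at 30 C; growth read as absorbance at 600 nm. Normalized to FeCl3/clioquinol equimolar mix (positive) and DMSO (negative).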
EPAC1 antag – blocks human EPAC1 exchange factor. O95398. Potency, µM (highest dose often 115 µM), for the others: at the top dose activity change, negative = inhibition, usual class: inhibitors. EPAC1 GEF assay, Rap1b-BODIPY-GDP exchange fluorescence. 360,000 tested, 0.14% active;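 also: potency is read from the fitted curve at half-maximal effect; plate controls were vehicle for no effect and positive control for full effect; nearly all actives have a fitted effect of over 50% in size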
PI5P4K alpha inh – PI5P4K alpha (human) kinase inhibition; PI5P4Kalpha enzyme, ADP-Glo luminescence, 60 min; stronger effect = lower value; max response, %; 330,000 tested, 1.2% active; active = max response of -50% or lower; inconclusive = between -30% and -50%; inactive = -30% or higher; also: value at the top dose of about 77 µM; % is scaled to controls: 0 for no effect and ±100 for the full control effect
Target sequence (P48426 whole entry, looked up): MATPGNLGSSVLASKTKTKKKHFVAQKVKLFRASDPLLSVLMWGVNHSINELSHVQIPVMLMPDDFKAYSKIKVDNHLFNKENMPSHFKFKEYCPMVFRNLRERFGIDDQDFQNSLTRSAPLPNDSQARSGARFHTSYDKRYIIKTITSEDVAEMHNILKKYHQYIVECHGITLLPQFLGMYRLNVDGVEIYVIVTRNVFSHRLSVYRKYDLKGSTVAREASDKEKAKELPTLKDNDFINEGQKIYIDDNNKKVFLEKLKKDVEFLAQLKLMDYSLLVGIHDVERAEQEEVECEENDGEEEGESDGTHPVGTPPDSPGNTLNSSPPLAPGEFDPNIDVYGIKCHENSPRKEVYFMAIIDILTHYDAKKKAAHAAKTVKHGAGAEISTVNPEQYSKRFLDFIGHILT
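ADP-Glo luminescence end-point read after a 60 min room-temperature kinase reaction of PI5P4Kalpha plus substrate, initiated with ATP at 5 microM final. Buffer: 0.038 M HEPES pH 7.4, EGTA, 0.1% CHAPS, 5% DMSO.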
The depositor's hits bear a star; u = inconclusive; x = no result given; [ ] = dose if it differs, or a comment. Unless noted, calls follow the shape of the dose curve; as a rule, active = well fitted curve in the direction sought with a large enough effect; inconclusive = small, poorly fitted or top-dose-only effect, or another doubt; inactive = no such curve, though single readings can be large; an effect the other way counts as inactive or inconclusive. Rows are unselected; overall some 4.1% were active at least once.

Every second line gives: PLK1 PBD inh	IL2 activator	EPAC1 agonist	WRN inhibitor	FUS suppressor	Abeta yeast res	EPAC1 antag	PI5P4K alpha inh
(1) CCCNC(=O)c1onc(CSc2ccc(F)cc2)c1C(=O)NCCC
→ -5.7%	0.3	4.4%	-6.0%	4.3%	3.7%	-15.9%	5.7
(2) CN(Cc1nccn1C)C(=O)c1cc(COc2ccc3ncccc3c2)on1
→ -6.1%	-2.3	9.5%	-3.9%	-2.3%	6.2%	6.5%	2.4
(3) O=C(CCCN1C(=O)/C(=C/c2cccs2)SC1=S)Nc1cc([N+](=O)[O-])ccc1O
→ -7.5%	-3.4	5.1%	-9.0%	1.0%	-11.4%	13.3%	-5.4
(4) O=C1C(C=Nc2ccccc2)=C(O)c2ccccc21
→ -11.4%	-2.6	-3.3%	-0.9%	23.9%	-23.4%	0.4%	-10.6
(5) CCOC(=O)c1oc2cc(OC(C)=O)ccc2c(=O)c1-c1ccc(OC)c(OC)c1
→ -17.0%	0.7	6.8%	-12.8%	11.3%	15.8%	-4.6%	-4.2
(6) Cc1cc(NC(=O)CSc2cn(CCNC(=O)c3ccc(Cl)cc3)c3ccccc23)no1
→ -0.7%	-2.3	-8.7%	-0.1%	-7.3%	0.3%	2.6%	6.9
(7) C[C@H](CO)N1C[C@H](C)[C@H](CN(C)S(=O)(=O)c2cccc(F)c2)Oc2cc(Br)ccc2S1(=O)=O
→ 6.0%	-2.2	5.3%	0.8%	28.9%	-8.6%	9.0%	2.8
(8) C[C@@H]1CCC2[C@](C)(CO)[C@@H](O)CC[C@]2(C)[C@@]12CC[C@@](CO)(CC(=O)O)O2 (stereo not given in full)
→ -6.4%	0.8	-13.8%	14.2%	-23.2%	-18.5%	2.0%	2.7
(9) O=C(NNc1cc(C(F)(F)F)ccc1Cl)c1ccc(=O)[nH]c1
→ -21.3%	-0.4	13.1%	-1.1%	-5.5%	5.0%	11.0%	-2.2
(10) CCCCOc1nc2ccccc2nc1C(C#N)S(=O)(=O)c1ccccc1 (stereo not given)
→ u	-0.4	-6.8%	-11.1%[57.1 µM]	-10.4%	-3.2%	-9.7%	x
(11) CCOCCCNc1nc(C)nc2c1nnn2Cc1c(F)cccc1Cl
→ 5.8%	-0.5	-12.2%	-8.8%	9.6%	5.5%	-2.7%	7.1
(12) Cc1ccc(-c2nc3ccc(Br)cn3c2Cc2ccsc2)cc1
→ -18.6%	-0.5	-6.0%	-0.9%	9.6%	-8.5%	6.0%	-18.4
(13) CCCCn1c(N)c(N(CCOC)C(=O)c2ccc(Br)o2)c(=O)[nH]c1=O
→ 0.1%	-2.1	4.4%	-3.2%	-3.8%	1.4%	6.2%	0.1
(14) CCc1nc2ccc(C(=O)N(C)CC(=O)Nc3ccccc3C(F)(F)F)cc2nc1CC
→ -9.8%	-0.6	-10.3%	8.0%	8.7%	-4.8%	16.1%	0.3
(15) Cc1c(C(=O)O)cnc2c([N+](=O)[O-])cnn12
→ 3.36µM*	-0.5	6.9%	79.4µM*	17.8%	-6.4%	-20.2%	-54.8*
(16) O=C(NOCc1cscn1)Nc1ccccc1
→ 0.6%	-0.8	3.5%	-5.7%	x	9.8%	-5.2%	20.5
(17) CC(OC(=O)c1ccccc1NCc1ccco1)C(=O)Nc1ncc(Cl)cc1Cl (stereo not given)
→ -3.8%	-0.6	-4.1%	-7.1%	19.2%	1.8%	-9.0%	1.2
(18) COc1ccc(-n2nnc3c(SCC(=O)c4ccccc4)ncnc32)cc1
→ -3.9%	1.1	-6.2%	-2.6%	-12.4%	26.2%	7.7%	0.0
(19) CCc1ccc(NC(=O)N(CCN(C)C)C(C)c2cccnc2)cc1 (stereo not given)
→ -6.5%	-1.7	2.0%	6.8%	-6.0%	-6.0%	-10.7%	2.4
(20) CC(C)(C)NC(=O)CCn1nc(-c2ccc(Cl)cc2)c2ccccc2c1=O
→ -11.7%	2.3	0.8%	0.5%	5.6%	6.1%	-25.4%	-3.1

Structures above printed as active in PLK1 PBD inh:
#	canonical_smiles	PLK1 PBD inh	WRN inhibitor	FUS suppressor	EPAC1 antag	PI5P4K alpha inh
15	Cc1c(C(=O)O)cnc2c([N+](=O)[O-])cnn12	3.36µM*	79.4µM*	17.8%	-20.2%	-54.8*

Following part.
Every second line gives: PLK1 PBD inh	IL2 activator	EPAC1 agonist	WRN inhibitor	FUS suppressor	Abeta yeast res	EPAC1 antag	PI5P4K alpha inh
(21) Cn1c(=O)n(C)c2cc(NS(=O)(=O)c3cccs3)ccc21
→ -5.2%	0.9	2.6%	5.2%	7.0%	-3.2%	3.4%	-1.0
(22) Cc1ccccc1C(OCC(O)CN1CCN(CCO)CC1)c1ccccc1 (stereo not given)
→ -8.2%	0.0	-0.8%	5.7%	-17.3%	-4.9%	-15.1%	-3.3
(23) Cc1ccc(S(=O)(=O)N2CCOCC2)cc1NC(=O)CN1CCN(c2ccc(O)cc2)CC1
→ 3.2%	0.8	-2.6%	-9.9%[57.1 µM]	17.2%	13.0%	18.2%	-16.0
(24) Fc1ccc2c(c1)c1n[nH]c(=S)nc1n2CCc1ccccc1
→ 21.2µM*	2.6	-7.0%	-12.0%[57.1 µM]	18.2%	16.5%	3.9%	-23.5
(25) CCCCN(C)C(=O)c1sc(=O)n(CC(=O)c2ccccc2OC)c1C
→ 2.5%	0.6	-7.1%	12.1%[57.1 µM]	-10.5%	-0.8%	4.1%	-0.5
(26) Cc1ccc(NC(=O)CCS(=O)(=O)c2cc3[nH]c(=O)c(=O)[nH]c3cc2C)cc1
→ -14.0%	-3.1	2.3%	-0.9%	6.7%	-8.7%	9.1%	3.0
(27) CN(C)c1cccc(CNC(=O)c2csc([C@H]3C[C@H](O)[C@@H](CO)O3)n2)c1
→ -7.9%	0.3	-0.7%	-2.9%	-25.6%	-19.4%	2.3%	-10.3
(28) CCOC(=O)C1CCN(C(C(=O)NC2CCCC2)c2ccc(C)cc2)CC1 (stereo not given)
→ -0.6%	-1.6	-14.0%	7.1%	-25.7%	5.8%	-2.6%	-1.4
(29) Cc1cc(C)c(S(=O)(=O)n2nc(C)c(Br)c2C)c(C)c1
→ 8.6%	0.3	9.6%	-22.6%[57.1 µM]	24.4%	20.5%	21.4%	-10.2
(30) Cc1cc(C)cc(N(C(=O)c2csnn2)C(C(=O)NC2CCCC2)c2ccccn2)c1 (stereo not given)
→ -0.9%	0.1	-12.7%	-5.6%	23.5%	-7.4%	u	5.0
(31) CCOC(=O)Cc1ccc(NC(=O)c2ccccc2Br)cc1
→ 5.6%	0.6	13.8%	-2.6%	-26.1%	9.3%	0.1%	-1.9
(32) CC(C)(C)c1ccc(Cn2nnc3c(=O)[nH]c(C4CCCN(C(=O)Cc5cccs5)C4)nc32)cc1 (stereo not given)
→ -26.5%	-1.5	15.2%	-11.2%	u	-7.7%	-26.1%	x
(33) CS(=O)(=O)N1CCN(C2C3CC4CC(C3)CC2C4)CC1 (stereo not given)
→ -13.0%	-0.5	5.6%	11.6%	-27.8%	-6.9%	-7.8%	-6.4
(34) CCCCC(NS(=O)(=O)c1ccc(OC)cc1)C(=O)O (stereo not given)
→ -1.5%	2.2	0.0%	0.2%	0.7%	11.6%	-4.3%	x
(35) CCOc1ccc(NC(=S)N(CCOC)C2CCN(C(C)C)CC2)cc1
→ -15.7%	0.7	3.8%	-0.7%	-27.1%	-11.8%	-5.4%	-0.4
(36) O=C1CCN(S(=O)(=O)c2cc(C(F)(F)F)ccc2Cl)CC1
→ 1.5%	-0.6	0.2%	6.5%	-10.2%	3.0%	7.7%	-1.2
(37) CCn1c(SCC(=O)NCCc2ccccc2)nc2sc3c(c2c1=O)CCN(C)C3
→ -7.8%	-2.9	-7.7%	0.0%	21.6%	-6.2%	3.5%	-4.3
(38) O=C(N/N=C/c1ccc(O)cc1)c1ccc(COc2cc(Cl)ccc2Cl)o1
→ 5.6%	0.2	6.0%	-26.7%	42.4%	2.1%	13.2%	-6.2
(39) Cc1ccc(NC(=O)CN2C(=O)C(=O)N(C3CCCC3)C2=O)cc1Cl
→ 3.0%	0.7	-5.7%	7.8%	18.6%	1.0%	-14.7%	-10.7
(40) COC(=O)[C@H](CCSC)NC(=O)NCCc1ccc(F)cc1
→ -0.8%	-1.0	-3.1%	1.5%	9.8%	23.0%	9.9%	x

Entries of single compounds from above:
`CC(C)(C)c1ccc(Cn2nnc3c(=O)[nH]c(C4CCCN(C(=O)Cc5cccs5)C4)nc32)cc1` (stereo not given) is listed as PLK1 PBD inh: -26.5%; IL2 activator: -1.5; EPAC1 agonist: 15.2%; WRN inhibitor: -11.2%; FUS suppressor: u; Abeta yeast res: -7.7%; EPAC1 antag: -26.1%; PI5P4K alpha inh: x
`Cc1cc(C)cc(N(C(=O)c2csnn2)C(C(=O)NC2CCCC2)c2ccccn2)c1` (stereo not given) is listed as PLK1 PBD inh: -0.9%; IL2 activator: 0.1; EPAC1 agonist: -12.7%; WRN inhibitor: -5.6%; FUS suppressor: 23.5%; Abeta yeast res: -7.4%; EPAC1 antag: u; PI5P4K alpha inh: 5.0

(list continues)
Every second line gives: PLK1 PBD inh	IL2 activator	EPAC1 agonist	WRN inhibitor	FUS suppressor	Abeta yeast res	EPAC1 antag	PI5P4K alpha inh
(41) O=C(OC(C(=O)NC1CCCC1)c1ccncc1)C1=Cc2ccccc2OC1 (stereo not given)
→ -4.8%	-5.1	-11.4%	12.7%	6.1%	-6.9%	2.0%	0.6
(42) Cc1c2cccn2cc[n+]1C
→ -9.0%	-0.5	-1.0%	3.2%[57.1 µM]	8.8%	-7.4%	6.2%	4.5
(43) COc1ccc(NC(=O)CN(C)CC(=O)Nc2ccc(Cl)cc2[N+](=O)[O-])cc1
→ -1.6%	-3.4	1.7%	-0.9%	26.4%	-36.7%	-9.6%	4.7
(44) COc1ccc(Cc2nnc(N/N=C/c3ccc(O)cc3O)[nH]c2=O)cc1OC
→ -4.3%	0.0	-5.7%	-23.9%	5.9%	-13.5%	-10.1%	u
(45) Cc1ccc2nc3n(c(=O)c2c1)-c1cc2ccccc2cc1C(=O)NC3Cc1ccccc1 (stereo not given)
→ u	-2.0	-11.8%	1.9%	42.6%	-2.5%	13.8%	-1.4
(46) O=C(c1nc2ccccn2c1CNCCn1ccc2ccccc21)N1CCOCC1
→ -3.3%	1.0	-3.2%	-4.8%	-14.0%	1.1%	-0.7%	3.3
(47) COCCCNC(=O)CCc1nnc(Cc2ccc(-c3ccccc3)cc2)o1
→ 6.1%	0.4	-5.1%	-5.6%	9.5%	-8.8%	15.8%	0.0

Source: PubChem (National Center for Advancing Translational Sciences (NCATS))
